Bioassay records from PubChem.
NPYLR7 agonist – mosquito NPYLR7 agonism; HEK293T NPYLR7/Galpha15, GCaMP6s calcium fluorescence; activation, % at 10 µM; hit rate 0.15% among 270,000; in the data active means activation above about 40%;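 further: 0% = vehicle and 100% = reference agonist at the receptor; some compounds past the cut are filed as inactive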
mcGAS lum – blocks mouse cGAS activity; hit rate 0.15% among 160,000; Q8C6L5; inhibition, % at 12.5 µM; recombinant cGAS, Kinase-Glo ATP depletion luminescence;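 further: 0% = negative control wells and 100% = reference inhibitor with no enzyme activity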
hcGAS lum – blocks human cGAS activity | recombinant h-cGAS, ATP depletion, Kinase-Glo luminescence | Q8N884 | inhibition, % at 12.5 µM | hit rate 0.081% among 290,000;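 further: 0% = vehicle reaction and 100% = reaction without DNA for no activity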
Target sequence (Q8N884 whole entry, looked up): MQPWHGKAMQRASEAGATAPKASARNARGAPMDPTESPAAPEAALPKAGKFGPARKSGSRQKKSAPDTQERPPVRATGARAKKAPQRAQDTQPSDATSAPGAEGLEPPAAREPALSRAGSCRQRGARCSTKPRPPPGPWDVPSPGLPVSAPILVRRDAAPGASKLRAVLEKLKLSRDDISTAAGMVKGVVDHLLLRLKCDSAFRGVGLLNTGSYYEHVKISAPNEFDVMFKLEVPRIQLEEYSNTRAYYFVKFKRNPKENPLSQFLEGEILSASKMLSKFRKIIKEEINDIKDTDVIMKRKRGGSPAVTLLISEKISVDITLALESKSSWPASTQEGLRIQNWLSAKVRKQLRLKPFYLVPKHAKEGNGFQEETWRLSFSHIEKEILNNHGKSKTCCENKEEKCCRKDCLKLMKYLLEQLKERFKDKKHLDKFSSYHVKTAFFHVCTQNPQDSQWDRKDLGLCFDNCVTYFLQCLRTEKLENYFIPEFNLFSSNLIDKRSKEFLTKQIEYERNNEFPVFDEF
Active calls of the source: *; · = no result given. Unless noted, no stated cut-off is given here; in the data, active means inhibition above about 40%; inactive means the rest.

[1] Cc1cccc(C(=O)N2CCc3c([nH]c4ccccc34)C2CC(C)C)n1 (stereo not drawn)
[2] CC(C)Oc1ccc(NC(=O)C2CCOCC2)cc1Cl
[3] COC(=O)CSc1c(C(C)C)cnc2c1c(=O)n(C)c(=O)n2C
[4] O=C(N=C1N=C2C=CC(Br)=CN2Cc2ccccc21)c1ccc([N+](=O)[O-])o1
[5] O=C(CN(CC1CCCO1)C(=O)Nc1ccc(Cl)cc1Cl)N(Cc1ccc2c(c1)OCO2)Cc1cccs1 (stereo not drawn)
[6] c1csc(-c2nnc(SCc3nc4ccccc4o3)n2C2CC2)c1
[7] Cc1cc2cc(C(=O)NCCNc3cccnc3)ccc2o1
[8] c1sc(C23CC4CC(CC(C4)C2)C3)nc1CNCc1nnc2n1CCCCC2
assay / compound | 1 | 2 | 3 | 4 | 5 | 6 | 7 | 8
NPYLR7 agonist | 13 | -1 | 7 | 4 | 17 | 0 | 5 | ·
mcGAS lum | -11 | · | -8 | · | -6 | -1 | · | -5
hcGAS lum | -7 | -18 | -5 | -3 | -8 | 3 | -6 | -11

[9] Cc1noc(C2CC(=O)N(Cc3ccc(F)cc3Cl)C2)n1 (stereo not drawn)
[10] Cn1c(=O)c2[nH]c(SCC(=O)O)nc2n(C)c1=O
[11] CN1N=C(C(=O)NCc2ccc(-c3ccc(F)cc3)o2)CCC1=O
[12] O=S(=O)(c1ccccc1)c1nnn2c1nc(NCC1CCCO1)c1ccccc12 (stereo not drawn)
[13] CCS(=O)(=O)N1CCc2onc(-c3ccc4c(c3)OCO4)c2C1
[14] O=C(NC1CCCCC1)c1cc(-c2cccs2)on1
[15] FC(F)(F)c1ccc(N2CCCN(Cn3c(=S)oc4ccccc43)CC2)nc1
[16] O=C(CCc1ccc2c(c1)OCCO2)NCc1ccccc1F
assay / compound | 9 | 10 | 11 | 12 | 13 | 14 | 15 | 16
NPYLR7 agonist | 0 | 2 | 4 | 1 | 20 | 1 | 0 | -1
mcGAS lum | · | · | · | -1 | · | · | · | ·
hcGAS lum | -8 | 2 | -13 | 3 | -9 | 7 | -4 | -2

[17] CCOc1ccccc1C1Nc2ccccc2N=C2CC(c3ccc(Cl)cc3)CC(=O)C21 (stereo not drawn)
[18] C[n+]1cccc(C(=O)NNC(=O)C23CC4CC(CC(C4)C2)C3)c1
[19] CC1=C(c2ccccc2)C(c2ccccc2)CC1=O (stereo not drawn)
[20] O=C(O)c1cc(-c2ccc(C(F)(F)F)cc2)no1
[21] COc1cccc(NC(=O)c2c([N+](=O)[O-])cnn2C)c1
[22] O=C(O)c1c(S(=O)(=O)N2CCc3ccccc3C2)sc2c1CCNC2
[23] CCOC(=O)c1cc(-c2ccc(N3CCN(C(=O)c4ccc5nonc5c4)CC3)cc2)n(-c2ccccn2)n1
[24] CCOc1ccc(C2Nc3ccccc3N=C3CC(C)(C)CC(=O)C32)cc1OC (stereo not drawn)
assay / compound | 17 | 18 | 19 | 20 | 21 | 22 | 23 | 24
NPYLR7 agonist | -4 | 1 | -10 | -7 | -5 | 2 | 3 | -2
mcGAS lum | -3 | -7 | · | · | · | · | -7 | -6
hcGAS lum | -4 | -11 | -5 | 5 | -6 | -3 | -5 | -6

[25] CCc1ccc(-c2nn(-c3ccccc3)cc2C=NO)cc1
[26] COc1ccc(F)c(CN2CCCC(O)(CN3CCC(OC)CC3)C2=O)c1 (stereo not drawn)
[27] CCOC(=O)[C@@H]1[C@H](c2ccccc2)[C@@H](NC(=O)c2cccnc2SC)[C@H]2CCCCN21
[28] CCOC(=O)c1nc2ccccc2nc1N1CCN(C(=O)C2CC2)CC1
[29] Cc1ccc(C)c(Cn2c(=O)c3c(nc4n(CCCl)c(C)c(C)n34)n(C)c2=O)c1
[30] Cc1ccc(S(=O)(=O)c2cnc(SCC(=O)NC3CCCC3)[nH]c2=O)cc1Cl
[31] C#CCSc1nc(N)c(C#N)cc1C#N
[32] CCOC(=O)c1nc2ccccc2nc1N1CCN(S(=O)(=O)c2cccc(F)c2)CC1
assay / compound | 25 | 26 | 27 | 28 | 29 | 30 | 31 | 32
NPYLR7 agonist | -2 | -2 | -2 | 5 | -2 | 21 | 0 | 6
mcGAS lum | -7 | · | -2 | -8 | -2 | -8 | · | -6
hcGAS lum | -7 | -10 | 3 | -7 | -3 | -8 | 0 | -5

[33] COc1ccc(-c2c(C)nn(-c3ccccc3)c2C)c(C(=O)N2CCc3ccccc3C2)c1
[34] O=C(Nc1ccc(Cl)cc1)N1CCSC1c1cccc(OCc2ccccc2)c1 (stereo not drawn)
[35] Cn1ccnc1C(O)C1CCN(CCCn2cnnn2)CC1 (stereo not drawn)
[36] CC(=O)N=c1cccc(NC(C)=O)n1O
[37] Cc1cc(O)c(C(c2ccc(Cl)cc2)c2c(O)cc(C)[nH]c2=O)c(=O)[nH]1
[38] CCOc1ccc(N(CC(=O)NCC2CCCO2)S(=O)(=O)c2ccc(SC)cc2)cc1 (stereo not drawn)
[39] O=C(O)C1Nc2cc(Cl)cc(Cl)c2C2C=CCC12 (stereo not drawn)
[40] CCOC(=O)C1CCN(C(=O)c2cc(-c3ccc(OC)cc3)nn2-c2ccc(F)cc2)CC1
assay / compound | 33 | 34 | 35 | 36 | 37 | 38 | 39 | 40
NPYLR7 agonist | -9 | -10 | · | -8 | 6 | -2 | 1 | ·
mcGAS lum | · | -3 | -4 | -8 | -11 | 2 | 62* | -5
hcGAS lum | -5 | -2 | -6 | -3 | -12 | 3 | 7 | -9

[41] CCN(CC)C(=O)Oc1ccc2c(ccn2Cc2ccc(Cl)cc2)c1NC(=O)C1CC1
[42] CCN(Cc1ccncc1)Cc1cn[nH]c1-c1ccc(C)c(C)c1
[43] O=C1CSC(c2ccccn2)N1c1cccc(Cl)c1 (stereo not drawn)
[44] COc1ccc(Nc2ncccc2C(=O)NC(C)(C)Cc2c[nH]c3ccccc23)cc1
[45] COc1cccc(-n2nnc3c(=O)n(CC(=O)NC4CCCC4)cnc32)c1
[46] OC(c1cccs1)C1CCN(Cc2ccc(-c3ccn[nH]3)o2)CC1 (stereo not drawn)
[47] Cc1ncsc1CCC(=O)NCc1ccc2c(c1)CC(C)O2 (stereo not drawn)
[48] Cc1ccc(C2(O)CCN(c3nccc(-c4ccc(C)nc4C)n3)CC2)nc1
assay / compound | 41 | 42 | 43 | 44 | 45 | 46 | 47 | 48
NPYLR7 agonist | 1 | 8 | -12 | -6 | 0 | -2 | 11 | 5
mcGAS lum | -7 | · | -5 | · | · | · | · | ·
hcGAS lum | -6 | -6 | -3 | -6 | 4 | -4 | -5 | -2

[49] OC(Cn1nc(N2CCOCC2)sc1=S)c1cc(F)ccc1F (stereo not drawn)
[50] Cc1ccc(NC(=O)Cn2nnc(C(=O)NCCc3ccccc3)c2N)c(C)c1
[51] O=C(NCC(F)(F)F)c1cccc(Oc2ccccc2)c1
[52] Cc1ccsc1C(=O)Cc1ccccc1
[53] Cn1cnnc1CC1CCN(Cc2ccc(Sc3ncn[nH]3)o2)CC1
[54] CN(C(=O)CNC(=O)c1ccco1)C1CCc2ccccc21 (stereo not drawn)
[55] COc1ccc(OC)c(C(O)c2ncc(-c3ccc(Cl)cc3)[nH]2)c1 (stereo not drawn)
[56] CNC(=O)[C@@H]1C[C@H](N)CN1C(=O)c1c(C)nn(-c2ccc(F)cc2)c1C
assay / compound | 49 | 50 | 51 | 52 | 53 | 54 | 55 | 56
NPYLR7 agonist | -1 | -8 | 14 | 22 | 3 | 4 | 0 | 6
mcGAS lum | · | -8 | 0 | · | -9 | -4 | · | -15
hcGAS lum | 8 | -6 | 2 | -9 | -8 | 1 | -6 | -6

[57] COc1cc(NCCCSc2nnc(C)s2)ncn1
[58] OCCSc1ccccc1Cl
[59] COc1ccccc1NS(=O)(=O)c1cc(C(=O)Nc2ccc(C)cc2)ccc1C
[60] O=C(/C=C/c1ccco1)N1CCC2(CCCN(CCCc3ccccc3)C2)C1 (stereo not drawn)
[61] COCC(C)NS(=O)(=O)c1c(C)c(C)cc(C)c1C (stereo not drawn)
[62] OCCCN(CCO)Cc1cc(Br)ccc1Cl
[63] Cc1cccn2c(CC(=O)NCCC3COc4ccccc4O3)cnc12 (stereo not drawn)
[64] CCOCCCn1c(SCc2ccc(Cl)s2)nc2cc(S(=O)(=O)N3CCOCC3)ccc21
assay / compound | 57 | 58 | 59 | 60 | 61 | 62 | 63 | 64
NPYLR7 agonist | 6 | 9 | 3 | 9 | 2 | 10 | 9 | 8
mcGAS lum | -17 | · | -6 | · | -4 | · | 3 | -4
hcGAS lum | -3 | -6 | -8 | -5 | 4 | -7 | 0 | -8

[65] COCCNC(=O)CCc1c(C)nn(-c2nc(C)c(C)c(=O)[nH]2)c1C
[66] Cc1cc(C(=O)Nc2nc(C(C)(C)C)cs2)c(C)o1
[67] CCc1ccc(NC(=O)CN2CN(c3ccccc3)C3(CCN(S(=O)(=O)c4cccc(C(F)(F)F)c4)CC3)C2=O)cc1
[68] CC(C)(C)c1cc(N2CCN(Cc3ccc4c(c3)OCO4)CC2)nc(SCc2ccc(C(=O)NCCc3ccccn3)cc2)n1
[69] CCN(C(=O)c1nn(C)cc1[N+](=O)[O-])c1ccccc1
[70] CN(Cc1ccccc1)C(=O)[C@@H]1Cc2nc[nH]c2CN1C(=O)c1ccc(C#N)cc1
[71] CCCN(Cc1cnn(C)c1)C(=O)Cc1ccc(OC(F)F)cc1
[72] COc1ccccc1C1CC(c2cccc(C)c2)=NN1C(=O)CN1CCCCC1 (stereo not drawn)
assay / compound | 65 | 66 | 67 | 68 | 69 | 70 | 71 | 72
NPYLR7 agonist | 10 | -2 | 18 | · | 1 | -5 | 2 | 14
mcGAS lum | · | · | -5 | -6 | -7 | -6 | · | -7
hcGAS lum | -7 | 8 | -3 | -5 | -7 | -3 | -12 | -8

[73] OCC(O)Cn1cnc(-c2ccccc2)c1-c1ccc(Cl)cc1Cl (stereo not drawn)
[74] O=C(c1cc2ncccn2n1)N1CCC(N2CCCC(C(=O)N3CCCC3)C2)CC1 (stereo not drawn)
[75] COc1cccc(CN2CCn3c(nnc3C(=O)N(C)C)C2)c1F
[76] CCOc1ccccc1CN(C(=O)c1cc(C)nn1C)C1CC1
[77] Oc1[nH]c2ccc(F)cc2c1N=Nc1ccccc1C(F)(F)F
[78] CCCCC(=O)Nc1c(-c2cccc(Cl)c2)nc2cc(C)ccn12
[79] CC(C)CN(Cc1csc(COc2ccc(Cl)cc2)n1)C(=O)c1cccs1
[80] COc1cccc(CC2(CO)CCN(C(=O)c3cnn4ccccc34)CC2)c1
assay / compound | 73 | 74 | 75 | 76 | 77 | 78 | 79 | 80
NPYLR7 agonist | 5 | 0 | -1 | -3 | 6 | -13 | -6 | 2
mcGAS lum | · | -11 | · | · | -1 | -6 | -12 | ·
hcGAS lum | -5 | -6 | 5 | -10 | 8 | -5 | -9 | -4

[81] COc1ccc(Cl)cc1COC(=O)C1CCN(S(C)(=O)=O)CC1
[82] CNC(=O)C(C)N(C)C(=O)Cc1sc(C)nc1C (stereo not drawn)
[83] COc1cccc(C(=O)N2CCN(c3nc(CC(C)C)nc4onc(-c5ccc6ccccc6c5)c34)CC2)c1
[84] c1ccc(-c2ncn(CCCCc3ccccn3)c2-c2ncc[nH]2)cc1
[85] COc1ccc(-c2cc(=O)c3ccccc3o2)cc1OC
[86] O=C(NCCC1=CCCCC1)C(=O)c1ccc(C2CCCCC2)cc1
[87] O=C(c1cc2n(n1)CCN(Cc1ccccc1F)C2=O)N1CCN(C(=O)c2ccco2)CC1
[88] CCCN(CC1CC1)C(=O)CCc1nnc(CCc2c[nH]c3ccccc23)o1
assay / compound | 81 | 82 | 83 | 84 | 85 | 86 | 87 | 88
NPYLR7 agonist | 9 | 2 | -21 | 4 | -14 | -4 | 13 | 14
mcGAS lum | · | · | 0 | -17 | · | -4 | -5 | ·
hcGAS lum | -9 | -4 | 5 | -4 | -3 | -7 | -1 | 0

[89] Cc1nc2ncc3c(=O)n(CCCN4CCOCC4)ccc3n2n1
[90] O=C(NCc1ccccn1)c1cc2n(n1)CCN(C(=O)c1cccc3c1OCC3)C2
[91] CC1CN(C(=O)CCCSc2nnc(-c3ccc(Cl)cc3)n2-c2ccccc2)CCN1C(=O)c1cccc([N+](=O)[O-])c1 (stereo not drawn)
[92] CC(O)CNC(CC(=O)Nc1cccnc1)C(=O)O (stereo not drawn)
[93] CC(C)OC(=O)c1c(N)sc2c1CCCC2
[94] Cc1noc(-c2cccc(C(F)(F)F)c2)c1C(=O)NC(C)c1cccc2ccccc12 (stereo not drawn)
[95] CC(C1CC1)N(C)C(=O)CC(c1ccccc1)C(F)(F)F (stereo not drawn)
[96] CCCOCCN1CCN(c2cc(N3CCCC3)nc(N)n2)CC1
[97] Cc1nc(Cl)cc(N(C)CC(O)CN2CCN(C)CC2)n1 (stereo not drawn)
assay / compound | 89 | 90 | 91 | 92 | 93 | 94 | 95 | 96 | 97
NPYLR7 agonist | 3 | 2 | -7 | 0 | -10 | 30 | -1 | 3 | 4
mcGAS lum | · | -1 | -4 | -10 | · | -7 | · | -11 | ·
hcGAS lum | -7 | -3 | -3 | -8 | -5 | -3 | 5 | -3 | 12

By substructure: the compounds so far containing a COOH group (five)
[10] Cn1c(=O)c2[nH]c(SCC(=O)O)nc2n(C)c1=O
[20] O=C(O)c1cc(-c2ccc(C(F)(F)F)cc2)no1
[22] O=C(O)c1c(S(=O)(=O)N2CCc3ccccc3C2)sc2c1CCNC2
[39] O=C(O)C1Nc2cc(Cl)cc(Cl)c2C2C=CCC12 (stereo not drawn)
[92] CC(O)CNC(CC(=O)Nc1cccnc1)C(=O)O (stereo not drawn)
assay / compound | 10 | 20 | 22 | 39 | 92
NPYLR7 agonist | 2 | -7 | 2 | 1 | 0
mcGAS lum | · | · | · | 62* | -10
hcGAS lum | 2 | 5 | -3 | 7 | -8
